M1 ag = activates the M1 muscarinic receptor | actives 3% (n = 64,000) | CHO-M1 cells, Fluo-4 calcium fluorescence, agonist mode; active compounds read high | AID 626 | B-score at 10 µM;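 active = fluorescence rise, raw or as B-score row- and column-corrected plate score, outside the 99.7% band of its plate's samples, either direction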
HTR1E agonist = activates the human 5-HT1E serotonin receptor; actives 0.69% (n = 65,000); activation, % at 6 µM; CHO 5-HT1E Ga15 NFAT-bla reporter, FRET; 0% DMSO wells, 100% control agonist wells; AID 574;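 active = activation above a set limit, the screen-wide mean activation plus 3 SD, cut at about 8.5% in these data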;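 also: 100% = positive control agonist at 1 µM giving full maximal response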
5HT1a ag = activates the human 5-HT1a serotonin receptor | P08908 | CHO 5-HT1a Ga15 NFAT-bla reporter, FRET ratio; 0% basal, 100% maximal reference agonist | activation, % at 10 µM | actives 0.56% (n = 65,000);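 active = activation above the screen-wide mean activation plus 3 SD, cut at about 19% in these data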;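 also: 0% = DMSO wells and 100% = 5-CT at EC100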
Target sequence (P08908 whole entry, looked up): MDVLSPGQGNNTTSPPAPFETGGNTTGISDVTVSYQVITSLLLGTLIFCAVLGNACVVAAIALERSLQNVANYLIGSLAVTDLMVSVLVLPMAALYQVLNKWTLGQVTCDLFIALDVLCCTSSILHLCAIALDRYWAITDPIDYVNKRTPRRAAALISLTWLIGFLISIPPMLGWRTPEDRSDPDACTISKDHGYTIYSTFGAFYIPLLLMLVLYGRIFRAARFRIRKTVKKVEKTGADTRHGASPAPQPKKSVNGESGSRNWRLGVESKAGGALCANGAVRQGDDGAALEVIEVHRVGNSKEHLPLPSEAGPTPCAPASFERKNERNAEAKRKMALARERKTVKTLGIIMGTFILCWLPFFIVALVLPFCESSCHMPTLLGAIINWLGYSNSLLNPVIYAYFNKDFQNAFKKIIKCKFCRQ
S1P3 ag = agonists of human S1P3 receptor | Q99500 | S1P3 NFAT-BLA reporter cells, agonism, FRET ratio; relative to 1 µM S1P, basal subtracted | activation, % at 4.5 µM | actives 0.1% (n = 60,000) | AID 373;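 active = activation above the screen-wide mean plus 3 SD, cut at about 4.5% in these data, passing the limit was not always enough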; also: some compounds called inactive have numbers as strong as hits
Target sequence (Q99500 whole entry, looked up): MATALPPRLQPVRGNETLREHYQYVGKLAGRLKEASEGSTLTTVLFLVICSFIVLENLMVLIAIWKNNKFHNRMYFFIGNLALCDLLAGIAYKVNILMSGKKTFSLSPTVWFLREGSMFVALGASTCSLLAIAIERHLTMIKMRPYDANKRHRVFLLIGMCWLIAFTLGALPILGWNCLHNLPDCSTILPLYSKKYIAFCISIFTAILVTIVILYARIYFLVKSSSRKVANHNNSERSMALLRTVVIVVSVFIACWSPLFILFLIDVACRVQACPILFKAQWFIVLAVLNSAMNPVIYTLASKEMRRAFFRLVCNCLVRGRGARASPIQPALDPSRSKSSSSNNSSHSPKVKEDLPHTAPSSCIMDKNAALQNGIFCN
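Material: Human S1P3 NFAT-BLA reporter CHO cells | Incubation: Overnight plating, 4 h compound 37 °C, 2 h substrate RT | Signal: FRET β-lactamase substrate fluorescence, excitation 405 nm, 460/535 nm emission ratio, background-subtracted | Compound: 4.5 µM final, single dose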
5HT1a antag = 5-HT1a (human) receptor antagonism; P08908; CHO 5-HT1a Ga15 NFAT-bla reporter, antagonist mode; inhibition, % at 10 µM; actives 0.68% (n = 62,000); AID 612;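 active = inhibition above the mean of all tested compounds plus 3 SD, cut at about 43% in these data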;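 also: receptor stimulated by 5-CT agonist at 100 nM near EC80; beta-lactamase reporter measured by ratiometric fluorescence of a cleavable substrate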
5HT1E antag = antagonists of human 5-HT1E serotonin receptor; P28566; CHO 5-HT1E Ga15 NFAT-bla reporter, FRET, antagonist; inhibition, % at 6 µM; actives 0.99% (n = 65,000); AID 571;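 active = inhibition above a set limit, the mean inhibition across every tested compound plus 3 SD, cut at about 29% in these data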;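 also: signal is the 460 over 535 nm emission ratio of beta-lactamase substrate; 0% = agonist plus DMSO wells and 100% = wells without agonist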
M1 antag = M1 muscarinic receptor (rat) antagonism; P08482; CHO-M1 cells, Fluo-4 calcium, ACh EC80 antagonist mode; active compounds read low; B-score at 10 µM; actives 3.4% (n = 64,000);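 active = calcium fluorescence response, raw or row-and-column corrected B-score, differing from the plate sample mean either way at a set confidence level, mostly lower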
Jurkat tox 60K = cytotoxic compounds reducing Jurkat cell viability | Jurkat E6.1 viability, ATP luminescence, 48 h | inhibition, % at 4 µM | actives 1.2% (n = 56,000);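 active = inhibition above the mean inhibition of all tested compounds plus 3 SD, cut at about 28% in these data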
S1P1 ag pot = activates or potentiates agonism at human S1P1 receptor | AID 449 | activation, % at 9.5 µM | S1P1 CRE-bla cells, forskolin, beta-lactamase FRET, potentiator mode; S1P1 agonist co-added at EC20, 2 nM; 100% = saturating reference agonist, 0% = basal | P21453 | actives 0.57% (n = 56,000);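 active = activation above a cutoff set at the mean activation of all tested compounds plus 3 SD, cut at about 54% in these data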;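 also: forskolin at 4 µM as EC80 and the EC20 agonist is SEW2871; 100% = SEW2871 at its EC100 plus forskolin at EC80; some compounds past the cut are filed as inactive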
* = called active by the depositor; x = not tested or not shown.

SMILES	M1 ag	HTR1E agonist	5HT1a ag	S1P3 ag	5HT1a antag	5HT1E antag	M1 antag	Jurkat tox 60K	S1P1 ag pot
O=C(OCc1cc(=O)n2cc(Br)ccc2n1)C1COc2ccccc2O1 (configuration not stated)	-0.662	-0.1	-2.0	0.0	8.8	8.6	-0.478	-5.5	-7.0
COC(=O)c1ccc(CNC(=O)COc2ccccc2Br)o1	-0.0303	0.5	0.4	0.0	-4.0	1.6	-0.44	-7.5	-11.7
CCCC(=O)Nc1ccc(C(=O)N2CCCC2)cc1	0	-0.3	-0.4	0.3	-20.2	-13.4	0.0728	-6.8	3.4
Cc1cc(C)c(NC(=O)CS(=O)CC(=O)NCC2CCCO2)c(C)c1 (configuration not stated)	1.23	-1.1	-0.8	-0.9	2.1	-8.9	0.624	-5.1	-14.2
COc1ccc(N2CCN(C(=O)CSc3nnc(-c4ccc5[nH]c(C)c(C)c5c4)o3)CC2)cc1	-0.838	2.2	0.4	-0.2	-1.5	0.1	0.567	3.5	21.7
CC(C)(C)C(=O)Nc1ncc(C(F)(F)F)cc1Cl	-0.258	-0.6	-1.2	-0.4	0.2	10.6	-2.22	0.8	x
O=C(Cc1c(O)c2ccccc2[nH]c1=O)NCc1ccccc1F	0.0931	-0.1	0.2	0.1	3.4	-5.2	0.0531	-6.0	-4.6
CCOc1cccc(C(=O)Nc2ccc(N3CCN(S(C)(=O)=O)CC3)cc2)c1	-0.104	0.2	1.8	0.5	-2.5	-8.4	1	-3.3	2.2
CCc1nnc(NC(=O)NCN2C(=O)C3C4C=CC(C4)C3C2=O)s1 (configuration not stated)	0.681	-0.1	-6.5	-0.5	-4.7	4.2	-0.0623	0.1	-22.0
CCn1cc(C(=O)NCCCN2CC(C)CC(C)C2)c2cc(OC)c(OC)cc2c1=O (configuration not stated)	-0.654	-0.6	0.8	x	-3.6	0.3	-1.79*	x	x
CCOC(=O)C1=C(C)NC(C)=C(C(=O)OCC)C1C(=O)OCC(=O)N1CCc2ccccc2C1	2.28	0.5	0.9	-1.6	8.7	-1.8	-0.393	-3.8	10.0
O=C(c1ccccc1)N1CCN(C(=O)C23CC4CC(CC(C4)C2)C3)CC1	0.385	0.9	2.7	1.3	-0.9	1.6	0.168	-1.7	18.3
Cc1cc(C)n(CC2CC(=O)N(c3ccc(F)c(Cl)c3)C2=O)n1 (configuration not stated)	-0.539	-0.5	1.4	-4.1	x	-16.3	0.368	x	-12.2
CC(C(=O)NCc1cccs1)n1cccc1 (configuration not stated)	0.189	0.0	-2.7	-0.8	0.0	1.8	-0.147	-1.0	-6.8
COC(=O)C1=C(C)Nc2nnnn2C1c1ccco1 (configuration not stated)	-0.676	0.2	1.3	0.3	-0.3	-10.8	0.296	-6.2	-3.8

Look-ups from the results shown.
In HTR1E agonist, `CCOc1cccc(C(=O)Nc2ccc(N3CCN(S(C)(=O)=O)CC3)cc2)c1` reads 0.2
In HTR1E agonist, `CCOC(=O)C1=C(C)NC(C)=C(C(=O)OCC)C1C(=O)OCC(=O)N1CCc2ccccc2C1` reads 0.5

Following part.
SMILES	M1 ag	HTR1E agonist	5HT1a ag	S1P3 ag	5HT1a antag	5HT1E antag	M1 antag	Jurkat tox 60K	S1P1 ag pot
Cc1nn(-c2nc3ccccc3n2Cc2ccccc2)c2c1C(=O)CC(C)(C)C2	1.02	-1.6	4.5	-0.6	29.1	12.7	1.09	3.4	30.3
Cn1c(=O)cc(N2CCCCC2)[nH]c1=O	0.891	0.2	-2.7	-0.3	4.0	-8.4	0.287	-9.5	-35.3
O=C(Nc1ccc2c(c1)OCCO2)C1CCCN1S(=O)(=O)c1cccc2cccnc12 (configuration not stated)	0.00575	-0.6	75.4*	-0.1	4.7	0.6	0.695	4.6	6.2
CCOC(=O)N1CCN(C(=O)c2ccc3c(c2)N(CC)CCS3)CC1	-0.166	0.3	0.4	0.0	4.6	-1.1	-0.313	-3.2	-9.5
CCOC(=O)C1=C(C)NC(=O)N(C(C)=O)C1c1ccc(Cl)cc1 (configuration not stated)	-0.0464	-0.5	0.6	-1.6	3.7	-4.7	0.0386	1.4	-7.3
COc1ccccc1N1CCN(C(=O)c2ccc(C(C)(C)C)cc2)CC1	0.0915	0.1	0.8	-0.9	-9.5	-6.4	0	0.4	x
COC(=O)c1c(NC(=O)C2CC2)sc2c1CCCC2	-0.0305	1.2	1.1	-2.0	-5.0	7.3	-0.0955	11.8	-6.1
COc1ccc(C(c2nnnn2C2CCCCC2)N2CCN(c3ccc(OC)cc3)CC2)cc1 (configuration not stated)	0.771	-0.2	-0.8	-1.3	18.1	0.5	0.182	4.0	-4.6
Cc1nc(N2CCN(C(c3ccccc3)c3ccccc3)CC2)[nH]c(=O)c1C	0.252	-0.7	-0.4	0.9	-1.0	-2.2	-0.0115	3.9	-9.1
CC(C)Cn1c(CCC(=O)O)ccc1-c1cccs1	0.519	0.6	1.5	-0.2	-0.7	2.9	-1.5	3.4	-27.0
COc1ccc(NC(=O)C2CCN(C(=O)c3ccccc3)CC2)c(OC)c1	-0.00687	-1.3	-4.1	-1.9	4.1	8.5	-0.569	14.4	6.8
COc1ccc(OC)c(NC(=O)C2CCN(c3cc(-c4ccccc4)nc4ncnn34)CC2)c1	0.42	-0.2	-0.5	x	3.2	-7.9	0.324	x	x
CCN1CCc2nc(NC(=O)Cc3ccc4c(c3)OCCO4)sc2C1	-0.674	-1.1	-0.2	x	0.4	6.4	-0.348	x	x
CC(=O)Nc1ccc(N/C=C/C(=O)C(C)(C)C)cc1	-0.96	0.5	-4.5	-0.4	-1.2	-5.4	1.12	-1.3	-6.0
CCn1cc(Br)c(-c2nc3ccccc3c(=O)n2N)n1	0.459	0.2	1.0	-0.8	-2.0	-5.3	0.078	-3.7	0.6
C/C(=N/n1cnnc1)c1cccnc1	-0.788	0.1	-0.3	-1.5	x	-7.7	-0.113	x	-1.7
CCS(=O)(=O)N1CCC(C(=O)NCCCN2CCN(c3ccccc3F)CC2)CC1	-0.16	-1.0	5.7	-0.5	1.7	-0.3	-0.204	-5.4	-13.8
O=C(CN(Cc1ccco1)C(=O)c1cc(=O)[nH]c2ccccc12)Nc1ccccc1C(F)(F)F	-0.025	0.3	1.2	-1.2	2.1	-0.5	-0.683	8.8	-6.9
Cc1c(NC(=O)c2ccc(COc3ccc4ccccc4c3)o2)c(=O)n(-c2ccccc2)n1C	-2.82*	0.6	0.6	-1.3	23.6	-14.2	0.0263	17.3	3.1
CSc1nc2n(n1)C(c1cc(Br)ccc1F)C(C(=O)N(C)C)=C(C)N2 (configuration not stated)	0.134	-0.4	-2.2	-1.0	-4.1	1.4	1.59*	5.1	-12.4
CCOC(=O)NC(Nc1nnc(SCC)s1)(C(F)(F)F)C(F)(F)F	-0.424	-0.6	0.2	1.6	-2.2	-6.7	0.216	-4.2	-22.5
COCCn1nnnc1C(c1ccccc1)N1CCN(C)CC1 (configuration not stated)	-0.429	-0.3	-1.2	-0.4	0.4	-18.1	-1.58	5.6	-15.0
Cc1ccc(CCP(=O)(O)CN2CCCCC2)cn1	-0.135	-0.7	-2.6	0.9	-11.1	-2.5	0.602	-2.5	-26.4
O=C(NCc1ccccn1)c1c(O)c2cccc3c2n(c1=O)CC3	1.1	-0.8	0.9	-0.5	-10.3	-10.3	0.203	-5.4	3.7
CC1S/C(=C(\C#N)C(N)=O)N(c2ccc(F)cc2)C1=O (configuration not stated)	-0.673	-0.1	-2.4	-0.6	-9.6	3.0	-0.0741	2.6	-10.4
CCOc1ccccc1C1NC(=O)NC(C)=C1C(=O)OCc1ccco1 (configuration not stated)	0.874	-0.2	0.8	-0.9	-4.6	-8.2	0.462	-0.5	-24.9
COc1ccccc1-c1nc2s/c(=C\c3cccs3)c(=O)n2n1	0.265	0.7	-1.6	-0.7	17.2	-4.0	-0.18	2.9	-16.0
CCCc1cc(=O)[nH]c(/N=C(\N)Nc2ccccc2)n1	-0.1	-0.4	-3.3	-0.6	-0.9	6.1	0.201	-0.2	x
C=CCn1c(CCCNC(=O)C(C)(C)C)nc2ccccc21	0.0879	0.1	0.0	-0.7	1.8	-1.4	0.217	-2.8	-19.7
CSc1ccccc1NC(=O)c1ccccc1N(C)S(C)(=O)=O	0.00463	-0.7	-3.0	0.2	-16.2	-1.1	0.308	0.5	-23.7
COC(=O)C1CCN(C(c2cc(OC)c(OC)c(OC)c2)c2sc3nc(C)nn3c2O)CC1 (configuration not stated)	0.874	0.3	-0.7	0.4	-3.2	-5.8	0.47	-7.8	1.6
Cc1cc(C)c(C#N)c(SCc2ccccc2C(=O)O)n1	-0.0354	-0.3	1.0	-0.6	7.3	0.7	0.0228	3.7	-17.2
COc1ccccc1N1CCN(C(CNS(=O)(=O)c2cccs2)c2cccnc2)CC1 (configuration not stated)	-1.03	0.2	4.2	-0.7	0.1	19.3	-0.0145	-5.0	8.2
CN(C)c1ccc(-c2nc3ccccc3n2C)cc1	-0.0365	-0.7	-0.2	-0.6	16.9	5.9	-0.0524	16.1	7.7
Cc1cc(C)n(-c2nc(C)nc3sc4c(c23)CCC(C)C4)n1 (configuration not stated)	-0.368	-0.4	-1.9	-0.5	0.3	-1.2	-0.595	6.8	5.9
CCOC(=O)c1cc(NC(=O)N2CCCCC2)c(C)nc1C	-0.0397	3.2	-1.1	x	-6.0	-0.9	0.252	x	x
COC(=O)c1ccc(COC(=O)c2ccc(N(C)C)cc2)cc1	-0.534	-0.5	2.3	-0.5	-2.5	6.5	-0.313	-0.6	2.2
Cc1c(C(=O)N2CCN(c3ccccn3)CC2)oc2ccccc12	0.793	-0.1	0.0	-0.6	1.0	11.8	-0.279	4.4	-19.1
COc1cccc(C(=O)Nc2ccccc2N2CCCC2)c1	0.227	0.8	-3.1	0.3	-5.3	-5.7	-0.0167	-0.7	-11.6
Cc1cc(C)n(-c2nc(C)nc(N)n2)n1	0.00396	-1.0	-0.9	-0.5	-7.1	2.3	-0.162	-2.0	x
COc1cc(OC)cc(C(=O)Nn2cc(C(=O)N3CCN(C)CC3)c3ccccc3c2=O)c1	0	0.7	-0.8	x	5.5	-3.7	0	x	x
CN(C(=O)c1cnc2n(c1=O)CCS2)C1CCCCC1	0.44	0.0	-1.7	-1.2	0.5	-4.7	0.949	0.5	-29.3
Brc1ccc(-c2nc3ccccc3s2)s1	0.455	-0.4	-2.3	-0.6	16.1	-11.0	-0.737	-2.5	17.5
COc1ccc(CCNC(=O)C2CC(=O)N(C3CCCC3)C2)cc1OC (configuration not stated)	-0.00634	-0.7	1.4	-0.4	2.7	6.2	0.264	-8.7	10.5
C=CCn1c(C)cc(C(=O)CSc2nc3ccccc3c(=O)[nH]2)c1C	-0.342	0.0	-1.3	-0.4	7.4	9.3	0.0223	1.1	52.1
CC(C)(C)c1ccc(OCC(=O)O)cc1	0.193	-0.6	-1.3	-0.6	1.0	0.6	0.371	-3.1	x

Of the compounds above, three contain a Cl atom.
SMILES	M1 ag	HTR1E agonist	5HT1a ag	S1P3 ag	5HT1a antag	5HT1E antag	M1 antag	Jurkat tox 60K	S1P1 ag pot
CC(C)(C)C(=O)Nc1ncc(C(F)(F)F)cc1Cl	-0.258	-0.6	-1.2	-0.4	0.2	10.6	-2.22	0.8	x
Cc1cc(C)n(CC2CC(=O)N(c3ccc(F)c(Cl)c3)C2=O)n1 (configuration not stated)	-0.539	-0.5	1.4	-4.1	x	-16.3	0.368	x	-12.2
CCOC(=O)C1=C(C)NC(=O)N(C(C)=O)C1c1ccc(Cl)cc1 (configuration not stated)	-0.0464	-0.5	0.6	-1.6	3.7	-4.7	0.0386	1.4	-7.3
